SRC1 inh: SRC1 coactivator transcriptional activity inhibitors, primary screen, cell-based, luminescence; HEK293 GAL4-SRC1 luciferase reporter; inhibition, % at 3.6 µM; 360,000 tested, 0.12% active;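 active = inhibition above the campaign mean plus 3 SD, with each screening campaign given its own cutoff, cut at about 60% in these data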;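 also: 0% = DMSO treated cells and 100% = gossypol at 36 µM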
CF NFkB block: inhibitors of PAF-induced NF-kB signaling, primary screen, cell-based, GFP fluorescence, uHTS; KKLEB NF-kB-GFP reporter, GFP fluorescence overnight; inhibition, % at 5 µM; 360,000 tested, 0.86% active; AID 588850, 2011;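 active = at least 50% inhibition at 5 µM, scaled per plate between neutral and stimulator controls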;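 also: PAF is a Pseudomonas aeruginosa culture filtrate used as stimulus; plate controls were PAF-stimulated DMSO wells for no effect and unstimulated DMSO wells for full effect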
NR5A2 inv ag: LRH-1 (NR5A2) inverse agonists, primary screen, cell-based, luminescence, HEK293T, StAR-luciferase reporter. LRH-1 transfected, 24 h. AID 602396, 2012. 360,000 tested, 0.13% active. inhibition, % at 3.6 µM. Nuclear receptor subfamily 5 group A member 2 (Homo sapiens), O00482;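 active = inhibition above the mean inhibition of all tested compounds plus 3 SD, cut at about 73% in these data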;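 also: 0% = DMSO wells and 100% = reporter-only cells lacking LRH-1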
SRC3 inh: SRC3 coactivator transcriptional activity inhibitors, primary screen, cell-based, luminescence; 360,000 tested, 0.17% active; AID 588352, 2011; Nuclear receptor coactivator 3 (Homo sapiens), Q9Y6Q9; inhibition, % at 3.6 µM; HEK293 GAL4-SRC3 luciferase reporter;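 active = inhibition above a per-campaign cutoff, the mean of all compounds plus 3 SD, cut at about 60% in these data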;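 also: 0% = DMSO-treated cells and 100% = gossypol-treated cells at 36 µM; higher means less SRC3-driven luciferase light from the GAL4 reporter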
KKLEB tox: cytotoxicity in KKLEB CF airway cells, primary screen, cytotoxicity control for CF NF-kB inhibitor project, cell-based, uHTS, fluorescence assay plates; 360,000 tested, 0.36% active; KKLEB CF airway cells viability, ATPlite luminescence, overnight; stronger effect = lower value; cells stimulated with P. aeruginosa culture filtrate; activity change (cytotoxicity), % at 5 µM;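 active = corrected activity change at or below -50% at 5 µM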
TWEAK-Fn14 inh: inhibitors of TWEAK-Fn14 signaling, primary screen, luciferase reporter cells, uHTS; 360,000 tested, 2% active; inhibition, % at 10 µM; AID 1159606, 2016; TWEAK-stimulated Fn14 reporter cells, luciferase luminescence, 8 h; in the data active = inhibition above about 50%
NCOA2 inhibitor: inhibition of GAL4-SRC2 driven luciferase reporter, primary screen, SRC2 inhibitor project, cell-based, luminescence; 370,000 tested, 0.17% active; Nuclear receptor coactivator 2 (Homo sapiens), Q15596; inhibition, % at 9 µM; HEK293 GAL4-SRC2 luciferase reporter; AID 651957, 2012;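 active = inhibition above the mean inhibition of all tested compounds plus 3 SD, set per campaign, cut at about 52% in these data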;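 also: 0% = DMSO treated cells and 100% = cells given Gossypol at 36 µM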
COUP-TFII inh: NR2F2 transcriptional activity inhibitors, primary screen, cell-based, luciferase reporter, HEK293T, luminescence; 370,000 tested, 0.7% active; COUP transcription factor 2 (Homo sapiens), P24468; inhibition, % at 8.6 µM; AID 686940, 2013; HEK293T NGFI-A luciferase reporter;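 active = inhibition above a per-plate cutoff, mean inhibition of test wells between control levels plus 3 SD, cut at about 38% in these data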;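 also: cells cotransfected with COUP-TFII expression vector driving the NGFI-A reporter; 0% = median of COUP-TF2 test wells and 100% = reporter-only cells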
EBV LMP1 NFkB: EBV LMP1-driven NF-kappaB luciferase reporter inhibitors, primary screen, cell-based, luminescence, single point; 350,000 tested, 0.69% active; inhibition, % at 12.5 µM; LMP1-induced NF-kappaB luciferase reporter cells; in the data active = inhibition above about 41%;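 also: 0% = neutral control wells and 100% = reference inhibitor control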
C8 TRAIL sens: viability loss with TRAIL in NB7+C8 cells, primary screen, TRAIL sensitizer project, cell-based, ATPlite luminescence | inhibition (viability loss, TRAIL sensitization), % at 10 µM | 360,000 tested, 1% active;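 active = compounds causing at least 50% loss of cell viability in the single-dose screen, relative to plate controls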
TROY NFkB inh: inhibitors of TROY-driven NF-kB signaling, primary screen, Q293 LMP1-TROYcd cells, NF-kB luciferase, uHTS. 360,000 tested, 0.98% active. AID 1347056, 2019. inhibition, % at 10 µM. Q293 LMP1-TROYcd NF-kB luciferase reporter, 4 h;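 active = compounds whose plate-normalised and pattern-corrected inhibition of the luciferase reporter signal at the single screening dose is 50% or more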
Starred values were filed as active, the others as inactive; · = not tested or not shown.

Below each SMILES – CF NFkB block, TROY NFkB inh, NCOA2 inhibitor, SRC1 inh, TWEAK-Fn14 inh, C8 TRAIL sens, KKLEB tox, NR5A2 inv ag, SRC3 inh, COUP-TFII inh, EBV LMP1 NFkB
1	Cc1ccc(OCCN(C)C(=O)C2CCC(=O)N(CCCN3CCOCC3)C2)cc1 (stereo not drawn)
    8, 11, -36, 6, -6, -13, -8, 6, 11, 13, -2
2	Cc1sc2ncnc(SCC(=O)NC(C)C(C)C)c2c1C (stereo not drawn)
    -20, 0, -7, 10, -6, -5, 9, -11, 10, -4, 3
3	Cc1cc(O)ccc1N/C=C(\C#N)c1nc2ccccc2o1
    -75, -75, -21, -15, -49, 16, 0, 4, -51, 21, -19
4	COc1ccc(S(=O)(=O)N2CCCC(C(=O)NCc3cccnc3)C2)cc1 (stereo not drawn)
    -4, 5, 7, -5, -3, 7, 3, 24, 6, 7, 1
5	Cc1ccc(S(=O)(=O)N2CCC(C(=O)Nc3ccc4c(c3)COC4=O)CC2)cc1
    -11, -10, -13, -3, -46, -4, 4, 34, -10, 18, 4
6	CCOc1ccc(/C=N/OCC(=O)Nc2cc(C)on2)cc1
    -18, 4, 9, -8, -11, -3, 2, 6, 9, 0, 0
7	N#Cc1c(Cl)cccc1-n1ccnc1
    8, 13, -2, 12, -4, 6, -1, 12, 23, -5, 4
8	O=C(NC1CCCCC1)c1ccc(CNc2ccccc2)o1
    7, -9, -3, 7, -13, 0, 4, -13, 7, -13, 4
9	CCC1c2ccc(C)n2CCN1C(=O)Nc1ccc(F)cc1 (stereo not drawn)
    -10, -19, -10, -16, -4, -4, 0, -12, -12, -19, -6
10	CC1CN(CC(=O)NCc2ccccc2)CC(C)O1 (stereo not drawn)
    -32, 12, 13, 18, 11, 0, 15, 9, 4, -1, 2
11	O=C(CN(Cc1ccc2c(c1)OCO2)C(=O)CNC(=O)c1ccco1)NC1CCCCC1
    -15, 4, 16, -10, 10, -4, -3, 19, 21, 1, 11
12	CC(C)(C)c1ccc(NC(=O)CCNC(=O)c2ccco2)cc1
    -6, 1, -6, 8, 16, -19, 8, 5, 2, 9, 0
13	COc1ccc(-n2nnnc2SCC(=O)NCCc2ccccc2)cc1OC
    -3, -11, -11, -5, 6, -10, -4, 4, 9, -3, -8
14	O=C(c1ccccc1F)N1CCc2ccccc21
    8, -13, -41, -1, 5, 25, 5, 13, 8, 8, 2
15	C/C(=N\NC(=O)c1ccc(Cl)c(Cl)c1)c1ccc(Br)s1
    3, -4, -13, 10, 3, 26, 9, 13, 9, 4, 32

Overlap with the part before: 2 compounds; new compounds follow.
Below each SMILES – CF NFkB block, TROY NFkB inh, NCOA2 inhibitor, SRC1 inh, TWEAK-Fn14 inh, C8 TRAIL sens, KKLEB tox, NR5A2 inv ag, SRC3 inh, COUP-TFII inh, EBV LMP1 NFkB
14	O=C(c1ccccc1F)N1CCc2ccccc21
    8, -13, -41, -1, 5, 25, 5, 13, 8, 8, 2
15	C/C(=N\NC(=O)c1ccc(Cl)c(Cl)c1)c1ccc(Br)s1
    3, -4, -13, 10, 3, 26, 9, 13, 9, 4, 32
16	CC1(C)CC2CC(C)(CN2Cc2c(O)ccc3ccccc23)C1 (stereo not drawn)
    15, 16, -8, -24, 20, -6, 7, -11, 1, 9, -4
17	CC(c1ccccc1)C(OC(=O)c1cccc([N+](=O)[O-])c1C(=O)O)c1ccccc1 (stereo not drawn)
    -3, -9, -2, -10, 3, 0, -3, 5, 4, -8, 3
18	CCCCCCSc1cccc(-c2nc3cc(C)ccn3c2NC2CCCCC2)c1
    43, -38, -8, 16, -2, 12, -21, -6, -10, 14, 4
19	O=C(NCc1ccco1)C(c1ccncc1)N(CCC1=CCCCC1)C(=O)Cn1nnc2ccccc21 (stereo not drawn)
    -10, -6, -17, 0, -6, -9, -8, -8, 7, -2, -5
20	CCOc1ccc(NCc2nnc(SCc3ccc(Cl)cc3)n2-c2ccccc2)cc1
    16, 43, -8, 13, 8, -10, 1, 3, 10, 16, 6
21	COc1ccccc1N1CCN(C2CCCN(C(=O)c3oc(C)cc3C)C2)CC1 (stereo not drawn)
    -5, -14, -29, -107, -5, 2, -15, 6, 9, 0, 9
22	Cc1ccc(SCC(=O)c2sc(-c3ccccc3)nc2C)cc1
    -3, 18, -40, 6, -14, -18, 5, 9, 6, -1, 1
23	C[C@@H](C(=O)Nc1ccccc1N1CCOCC1)N1C(=O)C2CCCCC2C1=O (stereo partly drawn)
    -1, -1, -11, -6, -7, 8, -1, 16, -18, -7, 3
24	Cc1ccc(C(=O)OCC(=O)c2ccc(Br)cc2)cc1S(=O)(=O)N1CCOCC1
    -4, 23, -5, -6, 5, 5, 3, -10, -8, 18, -6
25	COc1cc(OC)cc(-c2c(C#Cc3ccsc3)c3cc(-c4ccc(N(C)C)nc4)ccc3n2C)c1
    5, -13, -3, 0, -36, 9, -4, 13, -3, -3, -9
26	CC(C)NS(=O)(=O)c1ccc(CCC(=O)NCc2ccncc2)cc1
    -18, 24, 7, -17, -2, 0, 9, -8, 5, -19, -4
27	Cc1cc(NC(=O)CCC(=O)N(CC(=O)NCC2CCCO2)c2cccc(C)c2C)no1 (stereo not drawn)
    -5, -2, 30, -2, -13, 5, 12, -1, 4, -6, -19
28	CCCCCn1c(CN2CCN(C)CC2)nc2c1c(=O)n(C)c(=O)n2C
    -9, -4, -10, 5, -25, 7, -3, 3, -3, -24, 14
29	O=C(O)CCSc1nnc(-c2ccncc2)n1-c1ccccc1
    1, 7, -22, -24, 4, -6, 3, 5, 22, -11, -6
30	CCOC(=O)c1nnn(-c2nc(OC)nc(N(C)C)n2)c1-c1ccccc1
    8, -19, 1, 15, 0, -14, 3, -2, 7, 0, -6
31	CCOC(=O)c1cn2nc(Oc3ccc(C(=O)OC)cc3)ccc2n1
    -8, -4, -3, -20, -3, -1, -2, 8, 13, -22, -6
32	CN(Cc1ccccc1)C(=O)COC(=O)c1ccc2ccccc2n1
    -15, -28, -2, 2, -12, 6, 6, 11, 4, -4, -2
33	O=S(=O)(c1ccc(Cl)c2ccccc12)N1CCCC1
    20, 9, -13, 3, 11, 11, -10, -3, 5, 4, 2
34	COc1ccc(OC)c(-c2nnc(NC(=O)C(C)Sc3nncn3C)s2)c1 (stereo not drawn)
    -8, 7, -13, -3, -15, -10, -8, 11, 2, -9, -14
35	CS(=O)(=O)NN1C(=O)c2ccccc2NC1c1ccccc1 (stereo not drawn)
    21, 1, 4, -3, -8, 6, -11, 4, 7, -2, 0
36	Cc1onc(-c2ccccc2Cl)c1C(=O)NCc1ccc(N2CCCC2=O)cc1
    -3, ·, -6, -4, 2, 2, 5, -32, -11, 3, 0
37	COc1ccccc1/C=C\C=N\n1c(C2CCCCC2)n[nH]c1=S
    -9, -10, 18, 1, -19, 11, -9, 11, 3, 4, -2
38	COc1cc(Br)cc(C=Nc2cccc(C(F)(F)F)c2)c1O
    17, 9, 15, -3, 6, 1, 12, 2, 11, 1, 4
39	CCNC(=S)Nc1cc(OCC)c(NC(=O)c2ccco2)cc1OCC
    3, 11, 1, 0, -1, 4, 1, -8, 8, -3, 7
40	COc1ccc([N+](=O)[O-])cc1NC(=O)CC(C)c1ccccc1 (stereo not drawn)
    -18, 14, 6, -3, 6, 4, -14, -10, 17, -19, 3
41	COCCN(C/C=C/c1ccccc1)C/C=C/c1ccccc1
    -5, 7, -13, 0, 13, -6, -12, 12, -20, -24, 0
42	COc1cccc(Nc2nc(C(N)C3CCCCC3)cs2)n1 (stereo not drawn)
    6, -5, -4, 8, 19, 4, -5, -14, 9, -71, ·
43	CC1CN(C(=O)CN(C)S(=O)(=O)c2ccc3ccccc3c2)CC(C)O1 (stereo not drawn)
    -15, -1, 18, 14, 0, 3, 15, 20, -1, 0, -2
44	CCC(=O)c1c(CC)c2n3c1CC[C@H]3CCC2
    -6, -1, -6, -19, -11, -4, 3, 8, 4, 11, -2
45	COc1ccc(N2CCN(CC(=O)Nc3ccc(C)c(C)c3)CC2)cc1
    -4, -1, -8, -2, -21, -7, 1, -13, -1, -8, 3
46	CCCCNC(=O)c1cccc2c(=O)c(C)c(-c3ccccc3)oc12
    20, -13, 5, 14, 20, 0, -5, 20, 20, 20, 8
47	COc1ccc(NCc2nnc(SCC(=O)Nc3ccc(OC)cc3)n2C)cc1
    1, -39, -14, -30, -15, 7, -14, 1, -1, 4, -10
48	NC(=O)/C(=C/c1ccc2c(c1)OCO2)NC(=O)c1ccco1
    -4, -9, -32, -3, -32, 4, 3, -5, -16, 3, -6
49	Cc1ccccc1C(=O)N1CCC(C(=O)Nc2cccc(F)c2)CC1
    -6, ·, 0, 15, 12, -11, 17, 24, 6, 2, 8
50	O=C(NCCN1CCCCC1)Nc1ccccc1F
    -9, 7, 10, -1, -7, -10, 4, -6, -3, -7, -8
51	COc1ccc(-n2c(-c3ccc(F)cc3)cnc2SCC(=O)NCc2ccco2)cc1
    -7, -66, -17, 3, -35, 16, 5, 8, -7, -16, -13
52	COc1ccc(NS(=O)(=O)c2cccc(C(=O)NCc3ccco3)c2)cc1
    -1, 7, 15, 3, 8, 0, -4, -11, 8, -5, 0
53	CC(C)(CNC(=O)C1CCCN1C(=O)c1cccs1)N1CCOCC1 (stereo not drawn)
    3, 10, 5, -1, 5, 1, -7, 13, 7, 11, -5
54	Cc1ccc(C(=O)OC(C)C(=O)Nc2ccc(S(N)(=O)=O)cc2)cc1S(=O)(=O)N1CCOCC1 (stereo not drawn)
    -4, -1, -2, -12, -2, 5, 6, -12, -2, 16, 0
